T cruzi growth: inhibitors of T. cruzi proliferation; T. cruzi beta-gal in NIH3T3, GalScreen luminescence, 90 h; inhibition, % at 8.34 µM; 77,000 compounds, 5.9% hits; AID 624255;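 active means mean inhibition above about 93%, with at least 55% of replicates each passing it, limit read from the data, passing the limit was not always enough; inconclusive means only one of those two conditions holds; inactive means neither condition holds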
Pf Dd2 growth: blocks growth of Plasmodium falciparum Dd2 parasites | AID 1159554 | 94,000 compounds, 2.3% hits | activity change, % at 10 µM | P. falciparum Dd2 growth, SYBR Green, 72 h; hits give low values; in the data active means activity change below about -80%; inconclusive means no clear call, values can overlap the other calls
GASC1 inh: inhibitors of human demethylase GASC-1 KDM4C; AID 720574; inhibition, % at 12.5 µM; 96,000 compounds, 0.15% hits; GST-KDM4C 2-372, H3K9me3 peptide, LANCE TR-FRET; Q9H3R0;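 active means mean replicate inhibition above about 25%, with at least 55% of replicates also reaching it, limit read from the data, passing the limit was not always enough; inconclusive means only one of those two conditions met; inactive means neither condition met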
Target sequence (Q9H3R0 2-372 limits assumed): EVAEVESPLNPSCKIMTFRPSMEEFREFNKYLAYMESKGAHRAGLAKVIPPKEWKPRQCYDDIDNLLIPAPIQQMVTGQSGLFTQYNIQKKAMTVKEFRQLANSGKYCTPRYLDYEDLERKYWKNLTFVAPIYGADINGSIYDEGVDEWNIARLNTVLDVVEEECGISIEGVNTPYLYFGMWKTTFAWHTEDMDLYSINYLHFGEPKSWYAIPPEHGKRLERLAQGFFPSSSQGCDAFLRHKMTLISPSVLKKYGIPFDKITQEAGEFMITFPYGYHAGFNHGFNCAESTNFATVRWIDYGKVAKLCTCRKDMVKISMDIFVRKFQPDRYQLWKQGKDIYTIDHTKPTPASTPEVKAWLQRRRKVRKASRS
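Test system: N-terminal GST-fused human GASC-1 (KDM4C) fragment, residues 2-372; quantity: GASC-1 enzyme at 10 nM final in reaction; dosing: single dose; schedule: 30 min demethylation and 1 h detection at room temperature; signal: LANCE TR-FRET, excitation 340 nm, emissions 618 and 671 nm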
C diff growth: C. difficile growth inhibition; 86,000 compounds, 0.25% hits; Clostridium difficile clinical isolate growth, OD600, 24 h; hits give low values; growth activity, negative = inhibition, % at 16 µg/mL (by protocol); AID 1259249;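 active means mean growth activity at or below -80% and every replicate also at or below -80%; inconclusive means mean at or below -80% but some replicate above -80%; inactive means mean growth activity above -80%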;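 further: 0% = DMSO wells and -100% = levofloxacin 16 µg/mL wells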
* = called active by the depositor; u = inconclusive; x = not tested or not shown; & = joins results of further samples.

The first 8 compounds (preview)
no.	compound	T cruzi growth	Pf Dd2 growth	GASC1 inh	C diff growth
1	COCCNC(=O)C[C@@H]1CC[C@H](NS(=O)(=O)c2ccc(C)cc2)[C@@H](CO)O1	x	4	4.2	6
2	C[C@H]1CN([C@@H](C)CO)C(=O)c2cc(NC(=O)CCC(F)(F)F)ccc2O[C@@H]1CN(C)Cc1ccc(C(=O)O)cc1	-12	13	-0.7	1
3	O=C(NC1Cc2ccccc2C1)[C@@H]1N[C@@H]2c3ccc(C4=CCCCC4)c(=O)n3C[C@@H]2[C@H]1CO	-10	3	0.9	3
4	CCC(=O)NC[C@H]1[C@@H](c2ccccc2)[C@H](CO)N1C(=O)C1CC1	5	-16	0.3	9
5	C[C@H](CO)N1C[C@H](C)[C@H](CN(C)S(C)(=O)=O)Oc2ccc(NC(=O)Nc3cccc4ccccc34)cc2CC1=O	36	3	-0.5	-4
6	CN1CCN(C(=O)C[C@H]2CC[C@@H]3[C@@H](COc4ccc(NC(=O)C5CCC5)cc4C(=O)N3C)O2)CC1	x	28	1.7	5
7	C[C@H]1CCCCO[C@H](CN(C)Cc2ccc3c(c2)OCO3)[C@@H](C)CN([C@@H](C)CO)C(=O)c2cc(NC(=O)Nc3ccccc3)ccc2O1	81	-75	-0.3	11
8	CCNC(=O)[C@@H]1[C@@H](CO)[C@@H]2Cn3c(ccc(-c4cccc(F)c4)c3=O)[C@H]1N2C(C)=O	60	x	0.2	1

The listing, repeating the preview:
no.	compound	T cruzi growth	Pf Dd2 growth	GASC1 inh	C diff growth
1	COCCNC(=O)C[C@@H]1CC[C@H](NS(=O)(=O)c2ccc(C)cc2)[C@@H](CO)O1	x	4	4.2	6
2	C[C@H]1CN([C@@H](C)CO)C(=O)c2cc(NC(=O)CCC(F)(F)F)ccc2O[C@@H]1CN(C)Cc1ccc(C(=O)O)cc1	-12	13	-0.7	1
3	O=C(NC1Cc2ccccc2C1)[C@@H]1N[C@@H]2c3ccc(C4=CCCCC4)c(=O)n3C[C@@H]2[C@H]1CO	-10	3	0.9	3
4	CCC(=O)NC[C@H]1[C@@H](c2ccccc2)[C@H](CO)N1C(=O)C1CC1	5	-16	0.3	9
5	C[C@H](CO)N1C[C@H](C)[C@H](CN(C)S(C)(=O)=O)Oc2ccc(NC(=O)Nc3cccc4ccccc34)cc2CC1=O	36	3	-0.5	-4
6	CN1CCN(C(=O)C[C@H]2CC[C@@H]3[C@@H](COc4ccc(NC(=O)C5CCC5)cc4C(=O)N3C)O2)CC1	x	28	1.7	5
7	C[C@H]1CCCCO[C@H](CN(C)Cc2ccc3c(c2)OCO3)[C@@H](C)CN([C@@H](C)CO)C(=O)c2cc(NC(=O)Nc3ccccc3)ccc2O1	81	-75	-0.3	11
8	CCNC(=O)[C@@H]1[C@@H](CO)[C@@H]2Cn3c(ccc(-c4cccc(F)c4)c3=O)[C@H]1N2C(C)=O	60	x	0.2	1
9	C/C=C/c1cnc2c(c1)C(=O)N([C@H](C)CO)C[C@H](C)[C@H](CN(C)C(=O)c1ccc3c(c1)OCO3)O2	-2	-21	-3.2	3
10	COc1ccc(S(=O)(=O)N[C@H]2C=C[C@@H](CC(=O)NCCc3ccccc3)O[C@@H]2CO)cc1	-15	4	0.5	-5
11	C[C@H](CO)N1C[C@H](C)[C@H](CN(C)C(=O)Nc2ccccc2)Oc2ccc(NC(=O)Cc3cn(C)c4ccccc34)cc2CC1=O	5	-22	-1.2	6
12	COc1ccc(-c2ccc([C@@H]3[C@H](CO)N4C(=O)CN(C(=O)NC(C)C)C[C@@H]34)cc2)cc1	x	-47	0.0	2
13	COc1cccc(S(=O)(=O)N[C@@H]2CC[C@@H](CC(=O)NCc3ccncc3)O[C@@H]2CO)c1	-6	5	-0.3	x
14	COCC(=O)Nc1ccc2c(c1)OC[C@@H](C)N(C(=O)Cc1cccnc1)C[C@H](C)[C@H](OC)CN(C)C2=O	-58	3	0.2	x
15	CO[C@H](CN(C)S(=O)(=O)c1cn(C)cn1)[C@H](C)CN(C(=O)Nc1ccc(F)cc1)[C@H](C)CO	-12	19	-0.6	x
16	C[C@@H]1CN([C@H](C)CO)C(=O)c2ccccc2-c2ccccc2CO[C@@H]1CN(C)Cc1cccnc1	53	-2	12	-3
17	CN(C)CC(=O)N1C[C@H]2[C@@H](c3ccccc31)[C@@H](CO)N2C(=O)c1ccccn1	-2	-7	-0.6	5
18	C[C@H]1CN([C@@H](C)CO)S(=O)(=O)c2ccc(-c3cccnc3)cc2O[C@H]1CN(C)C(=O)C1CCCCC1	44	-40	-0.6	1
19	COCCNC(=O)C[C@@H]1C[C@@H]2c3cc(NC(=O)Nc4ccccc4)ccc3O[C@@H]2[C@@H](CO)O1	59	-10	2.0	-1
20	O=C(Nc1ccc2c(c1)OCO2)N[C@H]1CC[C@H](CCNC(=O)C2CCOCC2)O[C@H]1CO	x	x	-0.5	-2
21	CC(=O)N(C)C[C@@H]1Oc2cc(-c3cccnc3)ccc2S(=O)(=O)N([C@H](C)CO)C[C@H]1C	-140	42	-0.4	-3
22	CC(C)NC(=O)Nc1cccc2c1O[C@H](CN(C)C(=O)Nc1ccc3c(c1)OCO3)[C@H](C)CN([C@H](C)CO)C2=O	37	-16	0.6	x
23	CNC[C@@H]1Oc2c(N)cccc2C(=O)N([C@@H](C)CO)C[C@H]1C	-8	30	3.6	-2
24	C[C@H](CO)N1C[C@H](C)[C@H](CN(C)C(=O)Nc2ccc(C(F)(F)F)cc2)Oc2ccc(NC(=O)CCC(F)(F)F)cc2CC1=O	47	12	-1.3	-9
25	CO[C@H]1CN(C)C(=O)c2ccc(NC(=O)C3CC3)cc2OC[C@H](C)N(Cc2cncnc2)C[C@H]1C	7	x	0.5	x
26	CCCC(=O)Nc1ccc2c(c1)C(=O)N(C)[C@@H]1CC[C@H](CC(=O)NCC3CC3)O[C@H]1CO2	0	-12	1.1	-2
27	CO[C@H]1CC[C@H]2CCOc3ccc(C#N)cc3C(=O)N(C)[C@@H](C)C(=O)N(C)C[C@@H]1O2	0	x	0.6	-5
28	C[C@@H]1CN([C@@H](C)CO)S(=O)(=O)c2ccc(/C=C/c3ccccc3)cc2O[C@@H]1CN(C)Cc1ccccc1	100*	-7	-0.7	5
29	CCCNC(=O)C[C@H]1C[C@H]2c3cc(NS(=O)(=O)c4ccccc4)ccc3O[C@H]2[C@H](CO)O1	-15	-23	-0.1	-4
30	O=C(C[C@@H]1C[C@@H]2c3cc(NC(=O)Nc4ccccc4F)ccc3O[C@@H]2[C@@H](CO)O1)NCC1CC1	57	-23	-1.7	2
31	CN(C)CC(=O)N[C@@H]1CC[C@H](CC(=O)NCc2ccc(Cl)cc2)O[C@@H]1CO	-54	-12	2.4	-3
32	C[C@H](NC(=O)C[C@@H]1C=C[C@H](NC(=O)C2CCC2)[C@@H](CO)O1)c1ccccc1	-47	1	-2.5	x
33	O=C(C[C@@H]1CC[C@@H](NS(=O)(=O)c2ccccc2)[C@H](CO)O1)N1CCc2ccccc2C1	-3	-43	1.4	-6
34	CN(C)CC(=O)N1CC2(C1)[C@H](c1ccccc1)[C@H](CO)N2S(C)(=O)=O	x	16	3.5	-2
35	COc1ccc(C#Cc2ccc([C@@H]3[C@H]4CN(S(=O)(=O)c5ccccc5)CCCCN4[C@H]3CO)cc2)cc1	46	-59	0.1	13
36	O=C(C[C@H]1C=C[C@H](NS(=O)(=O)c2ccccc2)[C@@H](CO)O1)NCc1ccccc1F	25	1	0.7	-7
37	C[C@@H]1CN([C@H](C)CO)C(=O)c2cc(NC(=O)Nc3ccc(C(F)(F)F)cc3)ccc2O[C@@H](C)CCCCO[C@@H]1CN(C)S(=O)(=O)c1ccc(Cl)cc1	103*	-68	-4.1	5
38	N#Cc1ccc(-c2ccc3c(c2)[C@H]2[C@H](CCN2Cc2ccc4c(c2)OCO4)[C@H](CO)N3)cc1	u	-57	0.1	-96*
39	CCCC#Cc1cnc2c(c1)C(=O)N([C@H](C)CO)C[C@H](C)[C@H](CN(C)C(=O)c1cccnc1)O2	-8	6	-0.2	-4
40	C[C@H]1CN([C@@H](C)CO)S(=O)(=O)c2ccc(-c3cccc(C#N)c3)cc2O[C@H]1CN(C)C(=O)C1CC1	76	-33	-1.1	2
41	C[C@@H]1CN([C@H](C)CO)C(=O)c2cc(NS(=O)(=O)c3ccc(Cl)cc3)ccc2O[C@H]1CN(C)C	x	1	-0.4	3
42	O=C(C[C@H]1C[C@@H]2c3cc(NC(=O)C4CCOCC4)ccc3O[C@@H]2[C@@H](CO)O1)NC1CCCC1	18	13	1.3	x
43	Cn1cnc(S(=O)(=O)N2C[C@@H](O)COC[C@H]3O[C@H](CC(=O)NCc4ccc(F)cc4)CC[C@@H]32)c1	-3	-5	-0.8	x
44	O=C(C[C@H]1CC[C@H]2[C@@H](COC[C@@H](O)CN2C(=O)Cc2ccccc2)O1)NC1CCCC1	-22	8	-2.4	x
45	CCC(=O)N1C[C@H](C)[C@@H](OC)CN(C)C(=O)c2cc(NC(=O)Nc3ccc(Cl)cc3)ccc2OC[C@@H]1C	-48	-21	-2.1	x
46	CN1CCN(C(=O)C[C@H]2CC[C@@H]3[C@H](COC[C@H](O)CN3C(=O)Nc3ccc(F)cc3)O2)CC1	7	-30	-1.6	9&-2
47	C[C@H]1CCCCO[C@H](CN(C)C(=O)Nc2ccc(C(F)(F)F)cc2)[C@@H](C)CN([C@@H](C)CO)C(=O)c2cc(NC(=O)Nc3cccc4ccccc34)ccc2O1	103*	-83*	-1.8	-19
48	C[C@H](CO)N1C[C@H](C)[C@@H](CN(C)Cc2cccc(C(=O)O)c2)Oc2ncc(C#CCN(C)C)cc2C1=O	-28	26	0.8	-9
49	O=C(C[C@H]1C[C@H]2c3cc(NC(=O)Cc4ccncc4)ccc3O[C@H]2[C@@H](CO)O1)NCCc1ccccc1	-15	-64	-0.5	x
50	O=C(NCC[C@H]1CC[C@@H](NC(=O)C2CC2)[C@@H](CO)O1)c1cnccn1	x	18	-1.9	-2

(list continues)
no.	compound	T cruzi growth	Pf Dd2 growth	GASC1 inh	C diff growth
51	COc1ccc(S(=O)(=O)Nc2ccc3c(c2)C(=O)N([C@@H](C)CO)C[C@H](C)[C@@H](CN(C)S(=O)(=O)c2ccc(OC)cc2)O3)cc1	-21	-51	2.6	0
52	COc1ccccc1CNC(=O)C[C@@H]1C[C@@H]2c3cc(NC(=O)CC4CC4)ccc3O[C@@H]2[C@H](CO)O1	-55	-16	-0.7	-26
53	Cc1ccc(S(=O)(=O)N(C)C[C@H]2Oc3ccc(NC(=O)Nc4ccc(C(F)(F)F)cc4)cc3CC(=O)N([C@@H](C)CO)C[C@H]2C)cc1	17	-3	-0.1	26
54	C[C@H](CO)N1C[C@H](C)[C@@H](CN(C)C(=O)Nc2ccc(C(F)(F)F)cc2)Oc2ccc(NC(=O)Nc3ccccc3)cc2C1=O	-4	-10	0.1	0
55	COc1ccccc1NC(=O)N1C[C@@H]2N[C@H](C1)C2c1ccc(-c2ccc(C(=O)N(C)C)cc2)cc1 (stereo partly specified)	x	-22&13	-0.4&-0.6	-10&-11
56	O=C(NCCCN1CCOCC1)[C@@H]1N[C@@H]2c3ccc(C4=CCCC4)c(=O)n3C[C@@H]2[C@H]1CO	1	15	-0.8	-1
57	Cc1ccc(S(=O)(=O)N[C@@H]2CC[C@@H](CC(=O)N3CCC(Cc4ccccc4)CC3)O[C@H]2CO)cc1	62	8	0.6	-9
58	C[C@@H]1CN([C@H](C)CO)C(=O)c2cccc(NC(=O)Nc3cccc4ccccc34)c2O[C@@H]1CN(C)Cc1ccc(C(=O)Nc2ccccc2N)cc1	x	-92*	12	1
59	C[C@@H]1CCCCO[C@@H](CN(C)C(=O)CCCN(C)C)[C@@H](C)CN([C@@H](C)CO)C(=O)c2cc(NS(=O)(=O)c3ccccc3)ccc2O1	-10	41	1.9	5
60	CCC(=O)N1CC(=O)N2[C@H](C1)[C@H](c1ccc(C#Cc3cccnc3)cc1)[C@@H]2CO	x	25	1.3	-7
61	C[C@@H]1CN([C@@H](C)CO)C(=O)Cc2cc(NC(=O)C3CC3)ccc2O[C@@H]1CN(C)C(=O)Nc1ccc(F)cc1	13	2	0.5	2
62	CCCNC(=O)Nc1ccc2c(c1)C(=O)N(C)[C@@H]1CC[C@@H](CC(=O)OC)O[C@@H]1CO2	4	5	0.2	-2
63	COCC(=O)Nc1ccc2c(c1)C(=O)N(C)[C@H]1CC[C@@H](CC(=O)NCc3ccccc3F)O[C@@H]1CO2	-4	-3	1.0	0
64	CN(C)CCCNC(=O)C[C@H]1CC[C@@H]2[C@H](COC[C@@H](O)CN2CC2CCCCC2)O1	x	3	-1.1	-5
65	C[C@H](CO)N1C[C@H](C)[C@H](CN(C)Cc2ccc(Oc3ccccc3)cc2)Oc2ccc(NC(=O)Nc3ccc4c(c3)OCO4)cc2CC1=O	38	-37	1.1	-2

Bioassay records as filed in PubChem BioAssay.
